E coli Lon inh: inhibitors of E. coli Lon protease. P0A9M0. purified E. coli Lon protease, fluorescence polarization. inhibition, % at 7.94 µM. actives 0.42% (n = 360,000). AID 602123; in the data active = inhibition above about 13%, passing the limit was not always enough;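 also: 0% = enzyme with probe and DMSO and 100% = no enzyme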
SKN-1 inh: C. elegans SKN-1 inhibition; inhibition, % at 21.8 µM; AID 624304; C. elegans VP596 Pgst-4::GFP/RFP ratio, acrylamide-induced, 24 h; actives 0.49% (n = 360,000);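 active = interference check ratio from 0.5 to 1.5 plus GFP to RFP signal ratio inhibition reaching or exceeding a fixed threshold, cut at about 30% in these data, passing the limit was not always enough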; also: some compounds called inactive have numbers as strong as hits
FAS TE block: blocks the thioesterase domain of human fatty acid synthase; P49327; recombinant FAS-TE, OMFH fluorogenic substrate, fluorescence endpoint; inhibition, % at 15 µM; actives 0.67% (n = 360,000);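 active = compounds whose normalised, plate-corrected inhibition of enzyme fluorescence in the single-dose primary screen is 50% or more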;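 also: 0% = DMSO with enzyme and 100% = substrate without enzyme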
Rin1 Abl inh: inhibitors of human Rin1-Abl protein interaction; TR-FRET Rin1/Abl binding, biochemical; inhibition, % at 7.35 µM; actives 0.4% (n = 360,000); P00519+Q13671; AID 588664; in the data active = inhibition above about 5%, passing the limit was not always enough
CendR NRP1 mod: modulators of CendR peptide binding to human neuropilin-1; inhibition, % at 25 µM; actives 0.85% (n = 360,000); O14786; FAM-RPARPAR peptide binding to NRP-1, fluorescence polarization;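 active = inhibition or corrected inhibition above about 18%, plus a signal ratio from 0.5 to 1.5, limit read from the data, passing the limit was not always enough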; also: strong numbers were not always called active
MT1-MMP act inh: inhibitors of human MT1-MMP activation; HT1080 RFP-PRO-GFP cells, GFP/RFP ratio fluorescence, overnight; percent of plate control window, DMSO zero; AID 651647; GFP/RFP ratio change, % at 20 µM; P50281; actives 0.061% (n = 360,000);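 active = GFP/RFP ratio change of at least 30% with cell ATP level not reduced by more than half and red fluorescence within 50% of control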; also: strong numbers were not always called active
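Assay system: HT1080 RFP-PRO-GFP cells. Benchmarks: DMSO vehicle wells and RFP-L50D-GFP reporter cell wells. Times: overnight cell settling, then overnight compound exposure, 37 °C, 5% CO2. Compound: 20 µM single dose, 1% DMSO. Read-out basis: GFP/RFP fluorescence ratio.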
Neddylation inh: inhibitors of human cullin neddylation; AID 651699; P61081+Q13564; actives 0.58% (n = 360,000); TR-FRET cullin neddylation, biochemical; calls only at 25 µM; in the data active = inhibition above about 36%
bovine MsrA act: bovine methionine sulfoxide reductase A activation. purified bovine MsrA, absorbance read-out. actives 0.3% (n = 360,000). activation, % at 10.6 µM. AID 602163; in the data active = activation above about 7.5%;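 also: 0% = vehicle and 100% = reference activator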
PABP1 MLLE inh: blocks PAM2 peptide binding to the PABP1 MLLE domain; P11940; AID 588489; inhibition, % at 20 µM; GST-MLLE / FITC-PAM2 fluorescence polarization; actives 0.36% (n = 360,000); in the data active = inhibition above about 35%, passing the limit was not always enough;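 also: plate controls were DMSO wells with GST-MLLE for no effect and wells lacking GST-MLLE protein for full effect; some results filed as inactive read as strong as hits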
Starred values were filed as active, the others as inactive; i = inactive; · = no result given; + = active, no number.

#	Structure	E coli Lon inh	SKN-1 inh	FAS TE block	Rin1 Abl inh	CendR NRP1 mod	MT1-MMP act inh	Neddylation inh	bovine MsrA act	PABP1 MLLE inh
1	CCOC(=O)c1cc(S(=O)(=O)N2CCN(C3CCCCC3)CC2)cn1C	1	-5	-2	1	4	3	i	-3	-10
2	Cc1ccc(NC(=O)COC(=O)CCc2ccc(S(=O)(=O)N3CCOCC3)cc2)cc1F	-3	-11	12	0	-3	0	i	-3	2
3	O=[N+]([O-])c1nn(-c2ccc3c(c2)OCCO3)n(O)c1=NCc1ccc(F)cc1	3	15	7	-2	2	4	i	-4	1
4	CCOC(=O)c1c(S(=O)(=O)NCC(=O)Nc2cccc(F)c2)c(C)n(C)c1C	-4	-10	-6	-2	12	-3	i	-8	-3
5	O=C1NCC(c2ccccc2)(c2ccccc2)C(=O)N1	-9	8	0	0	6	2	i	-2	0
6	O=C(CN1C(=O)c2ccccc2S1(=O)=O)Nc1ncc(Cl)cc1Cl	10	12	-1	0	17	-10	i	0	49*
7	COc1ccccc1/C=N\Nc1cc(C)nc(-n2nc(C)cc2C)n1	6	-3	4	-1	-9	0	i	-2	-14
8	COc1ccc(NC(=O)C(=O)NCc2ccncc2)c(OC)c1	-2	24	-14	2	7	0	i	-4	-6
9	O=C(CN1C(=O)NC2(CCc3ccccc32)C1=O)c1ccc(Br)cc1 (configuration not stated)	-8	-4	6	3	-2	3	i	-13	-7
10	C=CCn1c(CCNC(=O)C(C)(C)C)nc2ccccc21	8	14	-4	-4	-4	12	i	0	-5
11	CC(=O)c1cccc(NC(=O)NNC(=O)c2ccc3ccccc3c2)c1	1	28	-3	1	8	-2	i	-3	3
12	COc1ccccc1NC(=O)CSc1nccc(-c2ccco2)n1	-18	3	3	0	-14	-3	i	-4	-3

Sorted by the number under PABP1 MLLE inh (largest number first): 3 of the compounds above.
item	molecule	E coli Lon inh	SKN-1 inh	Rin1 Abl inh	CendR NRP1 mod	MT1-MMP act inh	Neddylation inh	bovine MsrA act	PABP1 MLLE inh
11	CC(=O)c1cccc(NC(=O)NNC(=O)c2ccc3ccccc3c2)c1	1	28	1	8	-2	i	-3	3
4	CCOC(=O)c1c(S(=O)(=O)NCC(=O)Nc2cccc(F)c2)c(C)n(C)c1C	-4	-10	-2	12	-3	i	-8	-3
7	COc1ccccc1/C=N\Nc1cc(C)nc(-n2nc(C)cc2C)n1	6	-3	-1	-9	0	i	-2	-14

Next part:
#	Structure	E coli Lon inh	SKN-1 inh	FAS TE block	Rin1 Abl inh	CendR NRP1 mod	MT1-MMP act inh	Neddylation inh	bovine MsrA act	PABP1 MLLE inh
13	COc1cc(CN2CCNC(=O)C2CC(=O)N2CCCN(C(C)=O)CC2)cc(OC)c1 (configuration not stated)	-2	-1	-6	-1	22	-1	i	-3	8
14	CN1CCN(S(=O)(=O)c2cccc(C(=O)Nc3ccc(Br)cc3Br)c2)CC1	2	5	10	-1	-3	-1	i	-4	-6
15	C[n+]1ccc(/C=C/c2c[nH]c3ccc(F)cc23)cc1	-289	-21	-16	-83	104	-137	i	0	-81
16	O=c1c2c([nH]n1-c1ccccc1)C[C@@H](C1CCCCC1)O[C@H]2c1ccc(F)cc1	-11	1	14	·	-15	6	i	-5	·
17	CC1CCN(c2ccc(S(=O)(=O)N3CCC(C)CC3)cc2N)CC1	8	-6	22	-3	9	-4	i	-1	-11
18	Cc1ccc(Cn2c(=O)c3cccnc3n(CC(=O)Nc3cccc(C(F)(F)F)c3)c2=O)cc1	-10	3	28	-1	-4	-6	i	-6	6
19	Cc1ccc(CSc2nnc(Cn3c(=O)sc4ccccc43)n2C)cc1	-5	3	1	-2	-4	4	i	-2	-1
20	CCN(c1ccccc1)S(=O)(=O)c1ccc2c(c1)N(C(C)=O)CCO2	4	8	-6	-2	-4	3	i	-2	-4
21	O=C(c1cc2cc(Br)ccc2[nH]1)N1CCc2ccccc21	-10	-10	-4	-3	-9	0	i	-2	-16
22	CCn1c(SCC(=O)Nc2cccnc2Cl)nnc1-c1ccccc1	-6	-1	-9	0	21	1	i	-2	4
23	CCn1nc(C)c(/C=N/NC(=O)Cn2nc(C)cc2C)c1C	-8	0	2	-1	6	-1	i	-4	4
24	Cc1csc(SCC(=O)NC2CCC(C)CC2)n1 (configuration not stated)	7	-1	-4	-2	1	-7	i	-2	5
25	CC(C)C(=O)Nc1ccc(NC(=O)c2cc3ccccc3o2)cc1	5	9	-3	-4	-7	14	i	-4	-28
26	COc1cccc(CN(C)C(=O)C2CC(=O)N(c3ccc4c(c3)OCCO4)C2)c1 (configuration not stated)	2	-5	-6	-1	0	3	i	-3	6
27	CCOC(=O)c1nnn(-c2nonc2-n2cccc2)c1CN1CCC(C)CC1	-3	0	26	2	-9	-22	i	-4	-1
28	CCCCCSc1nc(N2CCOCC2)c2c(c1C#N)CC(C)(C)OC2	-6	-7	22	-1	13	-6	i	5	-3
29	O=C(NC(CSC(=O)c1ccccc1)C(=O)O)OCc1ccccc1 (configuration not stated)	-11	10	-5	1	14	-3	i	0	16
30	COc1ccc(C)cc1-n1nnnc1SCC1CCCCO1 (configuration not stated)	4	3	6	-1	-23	1	i	2	1
31	O=C(CSc1ccc(-c2cccc([N+](=O)[O-])c2)nn1)N1CCCCC1	1	10	18	0	13	1	i	-4	20
32	Cc1ccc(S(=O)(=O)NCCN2CCOCC2)c(C)c1	4	9	-8	1	-3	6	i	-1	4
33	Cc1ccc(S(=O)(=O)N2C[C@@H](C)[C@]3(C2)[C@H](O)[C@H](OC(=O)NC2CCCC2)C[C@H]2C(=O)N(c4ccccc4)C(=O)[C@H]23)cc1	-11	-9	5	-1	-3	-3	i	5	-5
34	CCOCCCn1c(=S)[nH]c2cc(C(=O)N3CCN(c4ccccc4)CC3)ccc2c1=O	-3	2	20	0	-6	4	i	-2	-69
35	Nc1c(-c2ccccc2)c(CSc2nc3ccccc3[nH]2)nn1-c1ccc(Cl)cc1	3	3	14	-2	-8	-5	i	-5	-17
36	N#C/C(=C\c1ccc(-c2ccccc2)cc1)c1nc(-c2ccco2)cs1	-94	25	20	-5	-46	1	i	0	-60
37	O=C(N/N=C/c1ccc[nH]1)c1cc(-c2ccc(Cl)cc2)nc2ccccc12	3	-6	19	-6	-12	-8	i	-3	6
38	O=C(NCCCN1CCOCC1)c1c(-c2ccccc2)oc2c1C(OCCCCCO)CCC2 (configuration not stated)	-8	9	-9	·	1	2	i	-2	·
39	CCCCN(C)C(=O)CSc1nc(NCc2ccc(OC)cc2)c2ccccc2n1	11	13	14	2	9	-6	i	-1	9
40	O=C(CSc1nnc(CNC(=O)c2ccco2)o1)Nc1ccc(F)cc1F	-4	18	-4	0	-2	-1	i	0	2
41	CC1(C)CC(=O)C2=C(C1)N(c1ccccc1C#N)C(N)=C(C#N)C2c1cccs1 (configuration not stated)	-12	12	3	-4	-6	8	i	-4	1
42	Cc1ccc(-n2nnc3c(=O)n(Cc4ccccn4)cnc32)cc1C	-8	5	3	-3	-3	3	i	0	-3
43	CC1=C(C)N(C)[C@H](c2ccccc2Br)[C@H](O)C1=O	0	-19	-9	-1	-6	4	i	-3	8
44	CCCN1CCN(C(=O)Cn2nc(C)n3c(cc4sccc43)c2=O)CC1	7	10	-4	-5	-1	4	i	-2	2
45	Cc1cc(C)cc(NC(=O)CN2CCC(NC(=O)Cc3ccccc3)CC2)c1	-5	-3	-3	-4	3	4	i	0	7
46	Cc1ccc(OCC(=O)Nc2ccc3c(c2)nc(CCN2CCCC2)n3C)cc1	-3	4	-7	-1	-8	-1	i	0	-24
47	Cc1ccc(-n2nc3c(=O)n(CCCC(=O)NCc4ccc(C)o4)nc(C)c3c2C)cc1	-4	8	-6	3	0	10	i	2	-6
48	O=C(O)c1ccccc1OC(=O)C12CC3CC(CC(C3)C1)C2	1	4	-4	0	2	-2	i	-10	-3
49	COc1ccccc1CNC(=O)CCNS(=O)(=O)c1ccc2c(c1)oc(=O)n2C	2	11	-5	4	3	-3	i	-2	-17
50	CCN1CN=C(NS(=O)(=O)c2ccc(C)cc2)NC1	-11	-11	-10	0	3	-2	i	-2	11
51	O=C(O)C1C2C=CC(C2)C1C(=O)N1CCN(C/C=C/c2ccccc2)CC1 (configuration not stated)	-2	8	-4	-1	2	6	i	0	-14
52	CCN(Cc1ccncc1)C(=S)Nc1ccccc1C	-7	21	0	4	-5	5	i	4	7
53	CC(=O)Nc1cc2c(c([N+](=O)[O-])c1C)C(C)(C)CC2(C)C	2	10	1	3	4	-3	i	-13	8
54	Cc1ccc(C)c(OCc2ccc(C(=O)Nc3ccc([N+](=O)[O-])cn3)o2)c1	4	16	14	-1	-7	4	i	-1	3
55	CC1(C)C(=O)Nc2ccccc2N1C(=O)COC(=O)Cc1ccc(Cl)c(Cl)c1	-3	-13	48	0	-1	1	i	-2	3
56	Cc1c(NC(=O)c2cc3nc(-c4ccc(Br)cc4)cc(C(F)(F)F)n3n2)c(=O)n(-c2ccccc2)n1C	1	-4	6	-1	-4	7	i	-4	6
57	CCN1C(=O)CCCc2ccccc21	-2	-1	-6	0	-56	-1	i	-3	-5
58	O=C(CSc1ccc2nnc(-c3ccccc3)n2n1)NCc1ccc2c(c1)OCO2	-4	-22	4	2	1	0	i	-1	3
59	CC(Cc1ccsc1)NC(=O)CCc1nnc(COc2ccccc2)o1 (configuration not stated)	-3	2	-4	3	10	-5	i	-5	6
60	CSc1ccc(Cn2c(C)c(C(=O)NCc3ccc(Cl)c(Cl)c3)sc2=O)cc1	-8	-3	37	-1	9	5	i	-2	-17
61	CCN1CCN(C(=O)CN(c2ccc(F)cc2)S(=O)(=O)c2ccc(OC)c(OC)c2)CC1	-9	19	-4	0	8	-4	i	-1	1
62	Cc1ccc(C2C3=C(CCCC3=O)N=C3c4ccccc4C(=O)C32)cc1 (configuration not stated)	-5	-4	5	-9	-7	3	i	-1	-8
63	CCCCc1nc(NCC2CCCO2)c(C#N)c2c1COC(C)(C)C2 (configuration not stated)	-3	8	9	5	7	-10	i	-4	-3
64	COc1cc(NC(=O)COC(=O)CCc2cc(OC)c(OC)c(OC)c2)cc(OC)c1	-2	9	4	3	-12	1	i	-2	-13
65	O=C(c1ccc(Cn2c(=O)[nH]c3ccccc3c2=O)cc1)N1CCN(c2ccccc2)CC1	0	-2	2	-1	6	-1	i	-12	6
66	COc1ccc(C)cc1NC(=O)c1ccc([N+](=O)[O-])cc1[N+](=O)[O-]	-3	-6	3	-1	12	4	i	0	-9
67	O=C(O)CCCN1C(=O)c2ccc(Oc3cccc([N+](=O)[O-])c3)cc2C1=O	-16	-5	-7	5	4	1	i	-3	12
68	COc1ccc(OCCSc2nnc3sc4ccccc4n23)cc1	-17	-1	4	2	-3	5	i	-3	-63
69	OC(COc1ccc2ccccc2c1)CN1CCCC1 (configuration not stated)	-3	15	-6	-2	-9	1	i	-5	-10
70	COc1ccc(OC)c2[nH]c(=O)c(CCNC(=O)c3ccc4c(c3)OCO4)cc12	-8	-1	-6	4	1	1	+	-5	-6
71	Cc1cc(-c2onc(C)c2C(=O)N/N=C/c2ccccc2)no1	-3	5	-4	-1	-2	-3	i	-3	-5
72	CN1C(=S)SC(/[N+]([O-])=C/c2cccnc2)C1(C)C (configuration not stated)	-1	3	-9	-1	-8	3	i	-5	11

Remaining list, next part
#	Structure	E coli Lon inh	SKN-1 inh	FAS TE block	Rin1 Abl inh	CendR NRP1 mod	MT1-MMP act inh	Neddylation inh	bovine MsrA act	PABP1 MLLE inh
73	Cc1ccc(Cn2c(SCC(C)C)nc3c2c(=O)[nH]c(=O)n3C)cc1	-4	10	-7	-1	-4	3	i	-3	0
74	COc1ccccc1-n1cnnc1SCC(=O)NC1CCCCC1	-10	6	-7	2	-16	7	i	-3	-19
75	Cc1cccc(OCCCC(=O)Nc2ccc(S(=O)(=O)N3CCCC3)cc2)c1	-3	-28	11	4	5	-2	i	-9	-1
76	CC(=O)c1ccc(N2CCN(C(=O)CN3C(=O)NC4(CCCCC4)C3=O)CC2)c(F)c1	6	20	-12	-2	9	0	i	-2	-13
